SARS 3CLpro inh = SARS-CoV 3CLpro protease inhibition; AID 1706; recombinant SARS-CoV 3CLpro, quenched FRET peptide cleavage; P0C6X7; inhibition, % at 6 µM; actives 0.14% (n = 290,000); in the data active means inhibition above about 12%
SSB-PriA inh = K. pneumoniae PriA-SSBct interaction inhibition; actives 0.6% (n = 430,000); AlphaScreen SSBct-PriA binding, biotinylated peptide; inhibition, % at 33 µM; AID 1272365; in the data active means inhibition mostly above about 37%, no sharp cut-off; inactive means mostly below about 20%;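 further: plate controls were negative control peptide for no effect and reference peptide for full effect; strong numbers were not always called active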
VHR inh abs = blocks human VHR1 dual specificity phosphatase; recombinant VHR phosphatase, pNPP absorbance; inhibition, % at 13.3 µM; actives 0.52% (n = 290,000); in the data active means inhibition above about 50%; further: some compounds called inactive have numbers as strong as hits
Target sequence (P51452 whole entry, looked up): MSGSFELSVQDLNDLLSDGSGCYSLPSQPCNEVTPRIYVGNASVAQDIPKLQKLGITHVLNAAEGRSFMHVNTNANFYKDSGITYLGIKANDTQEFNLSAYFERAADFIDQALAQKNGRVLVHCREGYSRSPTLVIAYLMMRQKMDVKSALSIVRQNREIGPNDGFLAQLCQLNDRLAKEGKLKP
PrPC surface inh = inhibitors of human cell surface prion protein PrPC; TR-FRET read-out; inhibition, % at 13.8 µM; actives 0.43% (n = 370,000); AID 720596; in the data active means inhibition above about 24%; further: 0% = median of the test wells and 100% = reference compound wells
MazEF act = MazEF (E. coli) toxin RNase activation; FAM/BHQ RNA-DNA oligo cleavage fluorescence, 5 h; activation, % at 20 µM; actives 0.32% (n = 350,000); AID 504720; in the data active means activation above about 50%
Target sequence (P0AE70 whole entry, looked up): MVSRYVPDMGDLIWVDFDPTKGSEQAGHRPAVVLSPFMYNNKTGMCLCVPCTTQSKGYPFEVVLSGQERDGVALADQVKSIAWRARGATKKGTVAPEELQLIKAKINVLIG
BoNT F protease = inhibitors of Botulinum neurotoxin F light chain protease; Multiplex microsphere protease cleavage assay, flow cytometry; inhibition, % at 10 µM; actives 0.22% (n = 360,000); AID 588497; in the data active means inhibition above about 35%, passing the limit was not always enough; further: plate controls were buffer without enzyme for full effect and enzyme alone for no effect
Rv3671c protease = inhibitors of M. tuberculosis serine protease Rv3671c | inhibition, % at 5.96 µM | AID 2606 | actives 0.048% (n = 320,000) | P9WHR9; in the data active means inhibition above about 38%;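 further: extracellular domain of Rv3671c used as enzyme; 0% = enzyme with DMSO and 100% = no enzyme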
Target sequence (P9WHR9 whole entry, looked up, the tested form may be a part): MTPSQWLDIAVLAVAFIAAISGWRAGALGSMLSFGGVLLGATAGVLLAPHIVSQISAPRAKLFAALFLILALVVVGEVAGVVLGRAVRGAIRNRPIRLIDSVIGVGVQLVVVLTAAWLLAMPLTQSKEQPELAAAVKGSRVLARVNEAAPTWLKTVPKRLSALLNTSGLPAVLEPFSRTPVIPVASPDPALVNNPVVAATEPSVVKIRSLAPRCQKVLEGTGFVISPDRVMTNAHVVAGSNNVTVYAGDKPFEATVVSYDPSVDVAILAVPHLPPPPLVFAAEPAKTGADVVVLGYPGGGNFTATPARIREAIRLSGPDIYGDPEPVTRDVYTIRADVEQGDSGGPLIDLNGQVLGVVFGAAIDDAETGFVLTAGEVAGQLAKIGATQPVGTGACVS
Anthrax LF prot = blocks Bacillus anthracis lethal factor protease | AID 588501 | inhibition, % at 10 µM | actives 0.12% (n = 360,000) | P15917 | multiplex microsphere protease cleavage assay, LF; further: plate controls were buffer without enzyme for full effect and enzyme alone for no effect
BoNT-A LC inh2 = BoNT A light chain protease inhibition | actives 0.17% (n = 360,000) | inhibition, % at 10 µM | multiplex microsphere protease substrate cleavage, flow cytometry; further: plate controls were buffer without enzyme for full effect and enzyme alone for no effect
CCHF vOTU inh = blocks the CCHF virus ovarian tumor domain protease; CCHFV vOTU protease, Pep-AMC fluorescence; inhibition, % at 11.5 µM; actives 0.55% (n = 370,000); AID 651958; in the data active means inhibition above about 30%; further: 0% = vehicle wells with enzyme and 100% = no enzyme wells
* marks the source's active call; other numbers are inactive results; . = no result given. Unless noted, no stated cut-off is given here; in the data, active means inhibition above about 30%; inconclusive means no clear call, values can overlap the other calls; inactive means below that. Not all compounds are listed; count on the stated rates, not on these rows.

SMILES | SARS 3CLpro inh | SSB-PriA inh | VHR inh abs | PrPC surface inh | MazEF act | BoNT F protease | Rv3671c protease | Anthrax LF prot | BoNT-A LC inh2 | CCHF vOTU inh
O=C(CCC(=O)N1CCOCC1)NCc1cccc(C(F)(F)F)c1 | . | 5 | . | 1 | -2 | -8 | -8 | -3 | -0.1 | -2
Cc1ccc(NC(=O)COC(=O)CSC(=S)N2CCOCC2)cc1C | 4 | -13 | 20 | -5 | 4 | 1 | 1 | 0 | 0.1 | 7
CCN1C(=O)c2ccccc2Sc2ccc(C(=O)NCCN3CCOCC3)cc21 | -6 | -24 | 11 | 2 | 10 | -4 | 9 | -1 | 0.1 | -2
COC(=O)c1ccn(Cc2ccccc2Cl)n1 | 5 | -5 | -9 | 2 | -6 | -5 | . | -2 | -0.3 | -1
CN(CC(=O)NCc1ccco1)CC(=O)Nc1ccc(F)c(F)c1F | . | -1 | . | 7 | 1 | -4 | 2 | 3 | 0.4 | -24
COC(=O)c1[nH]c(C)c(/C(O)=C2\C(=O)C(=O)N(CCN(C)C)C2c2cccs2)c1C (centres undefined) | 0 | . | 36 | -3 | 7 | -2 | 3 | -5 | 0.6 | 6
CCOC(=O)Cn1c(=O)c(-c2ccccc2NCc2ccccc2)nc2ccccc21 | -1 | -5 | . | -2 | 61* | -4 | -3 | -7 | -0.6 | 1
CCC(CO)Oc1cc(NCc2ccccc2O)c2ncn(C(C)C)c2c1 (centres undefined) | . | 16 | . | -2 | 1 | -6 | 0 | 2 | 0.0 | 4
CCc1c(C)nc(N)n2c(SCC(=O)N3CCCC(C)C3)nnc12 (centres undefined) | 2 | -3 | 36 | 2 | -15 | 2 | 1 | 0 | 0.4 | -5
Cc1noc(C)c1S(=O)(=O)Nc1ccc(C(=O)O)cc1 | 1 | -7 | 21 | -2 | 1 | 5 | 6 | -1 | 0.0 | 8
Cc1ccc(Nc2cc(C)nn2-c2nc(C)cc(=O)[nH]2)cc1 | 1 | 32 | 11 | . | -4 | -19 | 0 | 0 | -1.7 | .
COc1ccc(C2C(C(=O)N3CCCCC3)c3ccccc3C(=O)N2C)cc1 (centres undefined) | 4 | -1 | 12 | -2 | 1 | -7 | -9 | -14 | 0.1 | -8
CCOC(=O)CNC(=O)CSc1nc(Cc2cccs2)nc2ccccc12 | -1 | 3 | 6 | -3 | 0 | 3 | -15 | 0 | 5.3 | -23
CCOC(=O)Cn1c(=O)cc(C)c2cccc(C)c21 | 2 | -55 | 7 | 9 | 1 | 4 | -1 | 9 | 0.9 | 11
COc1cc(/C=N/NC(=O)C(N)=O)cc(OC)c1O | -2 | . | 22 | -8 | 0 | 0 | 3 | -6 | -0.3 | 15
Cn1ccc(NC(=O)c2ccc(Cl)cc2Cl)n1 | . | 3 | . | 5 | 12 | -3 | 2 | -1 | -3.7 | 0
CCn1ccc(C(=O)Oc2ccc(C(C)C)cc2)n1 | -2 | -11 | 10 | 5 | 2 | -9 | 4 | -5 | -1.3 | 4
O=C(CSc1ccc2ccccc2n1)NCCC1=CCCCC1 | 6 | -10 | -8 | 6 | -9 | 2 | -9 | 0 | 0.9 | 6
O=C(CSc1nnc(-c2ccco2)n1-c1ccccc1)N1CCN(C(=O)c2ccco2)CC1 | -3 | -10 | -9 | 1 | -13 | 22 | -2 | -2 | 0.3 | -5
Cc1cc(C)nc(NC(=S)Nc2cccc(Cl)c2Cl)c1 | 2 | -8 | 15 | 3 | 7 | -1 | 1 | 5 | -0.4 | -2
O=C(COC(=O)c1ccc(O)cc1O)Nc1ncc(Cl)cc1Cl | . | 2 | . | -4 | -5 | 7 | 2 | -4 | -1.1 | -3
Cc1cccc(NC(=O)Nc2nnc([C@H]3C[C@H](O)[C@@H](CO)O3)s2)c1 | . | . | . | -1 | . | -2 | . | 0 | -0.4 | 6
Cc1ccccc1-n1c(C)nnc1SCc1cc(=O)oc2ccc3ccccc3c12 | 4 | -5 | 27 | 3 | 9 | -4 | -11 | -8 | -0.4 | 2
O=C(COC(=O)C1(c2ccccc2)CC1)NNC(=O)c1ccccc1F | . | -3 | . | 7 | 5 | 1 | -7 | 5 | -0.7 | -3
O=C(COC(=O)CNC(=O)C1CCCCC1)NCc1ccc(Cl)cc1 | . | -3 | . | -3 | 2 | . | -14 | . | . | -6
The list continues.
SMILES | SARS 3CLpro inh | SSB-PriA inh | VHR inh abs | PrPC surface inh | MazEF act | BoNT F protease | Rv3671c protease | Anthrax LF prot | BoNT-A LC inh2 | CCHF vOTU inh
Cn1ccc2c(-c3ccc(C(F)(F)F)cc3)cc3c(c21)C1CCC3C1 (centres undefined) | . | . | . | 5 | . | 2 | . | -12 | 2.4 | -4
CC(C)N1CCc2c(sc(NC(=O)c3ccc4ccccc4c3)c2C(N)=O)C1 | -15 | -22 | 18 | -11 | -98 | -4 | -10 | -2 | 1.8 | -8
COc1ccc([N+](=O)[O-])cc1NC(=O)COC(=O)/C=C/c1ccco1 | -1 | -7 | -7 | -2 | -2 | 4 | -1 | 0 | 0.3 | 8
Cn1c(=O)c2c(ncn2CC(=O)OCC(=O)c2ccc(Cl)cc2)n(C)c1=O | . | -15 | . | 3 | -7 | -1 | -3 | 0 | 0.1 | -5
Cc1ccccc1Cn1c2ccccc2c2cnn(CC(=O)NCc3ccco3)c(=O)c21 | -2 | 3 | 33 | 6 | -4 | 1 | -30 | 12 | 0.4 | 2
CC1CCCN(Cc2nc(Cc3ccccc3Cl)no2)C1 (centres undefined) | 0 | -3 | 13 | -2 | -4 | 2 | -2 | 2 | -2.0 | 11
CCOc1ccccc1N1CC(C(=O)Nc2ccc3c(c2)OCCO3)CC1=O (centres undefined) | 2 | -5 | 24 | 6 | 4 | -4 | 5 | -6 | 0.1 | 8
COC(OC)c1ccnc(-c2ccc(OC(C)=O)cc2)n1 | 0 | -7 | 2 | 5 | 6 | -2 | -4 | 0 | -0.6 | 9
CC(=O)c1ccc(NC(=S)NCCc2ccc(S(N)(=O)=O)cc2)cc1 | -2 | -18 | -2 | -7 | 17 | 3 | -7 | 0 | 1.3 | -12
Cc1ccc(NC(=O)Cn2nc(-c3ccccc3Cl)ccc2=O)c(Br)c1 | 3 | -2 | -5 | 0 | -9 | 3 | 4 | -2 | -0.9 | 1
COCCn1nnnc1C(c1cc2cccc(C)c2[nH]c1=O)N1CCN(c2ccccc2F)CC1 (centres undefined) | -5 | -6 | 10 | 2 | 4 | 6 | -1 | -5 | -0.5 | 23
Cc1cc(C(=O)CCl)c(C)n1CCc1ccccc1 | 8 | 7 | -1 | 6 | -12 | . | 5 | . | . | -4
O=C(CCNC(=O)c1ccc(Br)cc1)NCc1ccncc1 | . | -12 | . | -9 | -7 | . | -2 | . | . | -7
O=C(NCc1n[nH]c(=S)n1-c1ccccc1)c1cccs1 | 2 | 4 | 26 | 3 | 4 | -6 | -7 | -2 | 0.0 | 10
O=C(NCCS(=O)(=O)N1CCN(c2ccccc2)CC1)c1ccc(Br)o1 | . | 12 | . | -5 | -8 | 2 | -4 | 0 | 0.7 | 1
CCOC(=O)c1sc2nc(C3CC3)cc(-c3ccc(F)cc3)c2c1N | -4 | -27 | 22 | 1 | 3 | -5 | -3 | 7 | 3.0 | -4
C=C1CCN(C(C(=O)OC)C(C)C)S(=O)(=O)c2ccccc21 (centres undefined) | . | -14 | -1 | 6 | 1 | -2 | -7 | -1 | -1.4 | -6
C[C@H](CO)N1C[C@H](C)[C@H](CN(C)S(C)(=O)=O)Oc2c(cccc2N(C)C)C1=O | . | -8 | . | -1 | 2 | -5 | 6 | -3 | -0.2 | -5
C=CCC[C@H](Cc1ccc(F)cc1)C(=O)OC[C@@H](C)NC(=O)[C@@H](CC=C)CC(=O)N[C@H](CO)Cc1ccccc1 | . | -18 | . | -6 | 4 | -2 | 10 | -5 | 0.2 | 10
CC1(C)Cc2c(c(N3CCOCC3)nc3sc4c(NN)ncnc4c23)CS1 | 5 | 11 | -2 | 7 | 7 | 3 | -5 | 1 | 0.5 | -7
COc1ccc(Cl)cc1-c1nc(N)nc(N(C)C)n1 | 2 | -8 | -14 | -5 | 13 | 29 | -9 | -1 | 2.2 | -2
COc1ccc(N2C(=O)C(CN3CCCCC3)C2c2ccccc2)cc1 (centres undefined) | 2 | -16 | -3 | -1 | 4 | -6 | -4 | -4 | -0.8 | -2
O=C(c1cc(C2CC2)nn1-c1ccccc1)N1CCN(Cc2c(F)cccc2Cl)CC1 | . | -2 | . | -1 | -2 | -2 | -5 | 3 | 0.1 | 10
COc1ccc(C2c3sc(=O)[nH]c3SC3C(=O)N(c4ccccc4)C(=O)C32)cc1 (centres undefined) | 1 | 11 | 28 | -28 | 3 | 2 | 7 | -10 | -0.8 | 16
COC(=O)c1cc(NS(=O)(=O)c2ccc3c(c2)CCC(=O)N3)cc(C(=O)OC)c1 | -2 | -3 | -16 | 3 | 5 | -5 | -1 | -1 | 0.4 | -14

Random excerpt: 4 compounds from above.
SMILES | SARS 3CLpro inh | SSB-PriA inh | VHR inh abs | PrPC surface inh | MazEF act | BoNT F protease | Rv3671c protease | Anthrax LF prot | BoNT-A LC inh2 | CCHF vOTU inh
CC1(C)Cc2c(c(N3CCOCC3)nc3sc4c(NN)ncnc4c23)CS1 | 5 | 11 | -2 | 7 | 7 | 3 | -5 | 1 | 0.5 | -7
C=C1CCN(C(C(=O)OC)C(C)C)S(=O)(=O)c2ccccc21 (centres undefined) | . | -14 | -1 | 6 | 1 | -2 | -7 | -1 | -1.4 | -6
O=C(NCCS(=O)(=O)N1CCN(c2ccccc2)CC1)c1ccc(Br)o1 | . | 12 | . | -5 | -8 | 2 | -4 | 0 | 0.7 | 1
Cc1ccc(NC(=O)Cn2nc(-c3ccccc3Cl)ccc2=O)c(Br)c1 | 3 | -2 | -5 | 0 | -9 | 3 | 4 | -2 | -0.9 | 1

Additional records follow:
SMILES | SARS 3CLpro inh | SSB-PriA inh | VHR inh abs | PrPC surface inh | MazEF act | BoNT F protease | Rv3671c protease | Anthrax LF prot | BoNT-A LC inh2 | CCHF vOTU inh
O=C(NCc1ccc(Cl)cc1)c1cc(S(=O)(=O)N2CCCCC2)c[nH]1 | -5 | -9 | 10 | 9 | 12 | -2 | -21 | 1 | -0.7 | 1
NS(=O)(=O)c1ccc(N2CCNCC2)cc1 | -1 | -5 | 29 | 3 | -8 | 0 | -6 | 0 | 0.0 | -5
CCOC(=O)c1c(NC(=O)CC)sc2c1CCN(Cc1ccccc1)C2 | -1 | -8 | 10 | -3 | 1 | 0 | 5 | -4 | 0.0 | 4
Cc1cc(C)cc(C(=O)Nc2ccc3[nH]c(=O)[nH]c3c2)c1 | -2 | -10 | 8 | -3 | 17 | -2 | 13 | 2 | -0.1 | -4
COC(=O)c1c(NC(=O)CN2CCC3(O)CCCCC3C2c2ccc(OC)cc2OC)sc(C)c1C (centres undefined) | -1 | 17 | -2 | -8 | 8 | -11 | -9 | 2 | 4.0 | 15
O=c1c([N+](=O)[O-])c(NCCN2CCCCCC2)c2ccccc2n1-c1ccccc1 | -1 | 17 | 0 | -2 | 5 | -1 | -2 | -1 | 0.2 | 5
CC(=O)Nc1ccc(OC(=O)c2ccc(Cl)cc2)cc1 | 3 | 2 | 2 | 6 | -2 | -6 | -3 | -1 | 0.3 | -6
COCCOC(=O)c1c(C)n(C)c2ccc(OC(=O)c3cccs3)cc12 | 1 | 3 | 12 | -8 | 5 | -5 | -1 | -2 | -2.0 | 19
CC(NS(=O)(=O)c1cccc(C(=O)NCc2ccncc2)c1)c1ccccc1 (centres undefined) | . | -4 | . | 6 | -2 | -14 | 7 | -5 | -0.4 | 13
COC(=O)c1ccc(CSc2nc3ccc(C)cc3[nH]2)o1 | 0 | -7 | 14 | 11 | 0 | -6 | 4 | 0 | 0.1 | 3
CN1CCN(c2ccc(Cl)cc2NS(=O)(=O)c2ccccc2Cl)CC1 | 3 | 6 | 4 | -10 | 7 | -14 | 1 | 2 | 1.4 | -8
COc1ccc(C(=O)NNC(=O)c2ccc(S(=O)(=O)N3CCCCC3)cc2)cc1 | 3 | 5 | 21 | 2 | -4 | -2 | 2 | -2 | -0.8 | 3
Cn1c2ccccc2c2cnn(CC(=O)NCCCN3CCN(c4ccccc4F)CC3)c(=O)c21 | 6 | -4 | -1 | -7 | 7 | 3 | -2 | -4 | 0.1 | 8

Compound activity (PubChem)
